Screening data as filed in PubChem BioAssay.
KCNH2 WT inh = inhibitors of human wildtype KCNH2 potassium channel. Q12809. U2OS, BacMam KCNH2, thallium flux FluxOr; stronger effect = lower value. activity change, % at 1.84 µM. 340,000 tested, 0.37% active. AID 720551;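 active = maximum activity change below -70%; inconclusive = maximum activity change between -70% and -50%; inactive = maximum activity change above -50%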; note: % is set by controls: 0 for no effect and ±100 for the full control effect
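U2OS cells transduced with wild-type KCNH2 virus are loaded with FluxOr dye for 45 min, and thallium flux is measured in kinetic reads before and after stimulation buffer. Rate constants are normalized to DMSO controls.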
KCNH2 3.1 inh = KCNH2 3.1 (human) potassium channel inhibition. U2OS KCNH2 3.1, thallium flux FluxOr; stronger effect = lower value. activity change, % (tested at about 1.8 µM). 340,000 tested, 0.95% active. AID 720553;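 active = maximum activity change below -70%; inconclusive = maximum activity change from -70% to -50%; inactive = maximum activity change above -50%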;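 note: thallium influx rate constant from kinetic fluorescence after stimulation buffer; % is set by controls: 0 for no effect and ±100 for the full control effect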
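Thallium flux read-out: FluxOr dye with Red40 quencher in HBSS/HEPES, 45 min at RT. Rate constants from kinetic reads were normalized to positive and negative DMSO controls. Cells: U2OS virally expressing the 3.1 isoform.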
CXXC DNA block = MLL CXXC-DNA interaction inhibition. Q03164. MLL-CXXC / FITC-HOXA9 DNA fluorescence polarization. Potency, µM (top dose mostly 115 µM), for the others: top-dose activity change, negative = inhibition, usual class: inhibitors. 290,000 tested, 0.037% active; active = well fitted inhibition curve with a large enough effect in the polarisation, with a control signal flat, not every such curve was filed as active; inconclusive = small, poorly fitted or top-dose-only effect, or effect the other way, or a change in a side signal; inactive = no such curve, though single readings can be large or run the other way; the % refers to the polarisation; note: potency is the fitted concentration of half-maximal effect
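Purified MLL-CXXC (added from a 7 uM solution) was preincubated 5 min at ambient with pinned compounds in 50 mM Tris-HCl pH 7.5, 50 mM NaCl, 1 mM DTT, 0.05% BSA. Fluorescein-labeled HOX-A9 DNA (50 nM solution) followed, 30 min, then polarization read.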
TRPV1 ag = activates the human vanilloid receptor TRPV1; AID 540275; TRPV1-expressing cells, Fluo-8 calcium influx, agonist mode; Q8NER1; 320,000 tested, 0.19% active; activation, % at 8.33 µM; in the data active = activation above about 80%; inconclusive = between about 30% and that limit; note: 0% is about no effect
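TRPV1-expressing cells were cultured overnight at 35.5C and loaded with Fluo-8 calcium dye for 40 to 90 min at room temperature. After a 10 s baseline, compound was added and calcium influx was read kinetically for 3 min (ex 480/em 520 nm).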
GALK inhibitor = inhibitors of human galactokinase; P51570; Potency, µM (highest dose often 57.5 µM), inactives show at the top dose activity change, negative = inhibition, usual class: inhibitors; Purified GALK, Kinase-Glo residual ATP luminescence; 270,000 tested, 0.007% active; note: potency is the fitted concentration of half-maximal effect; % is set by controls: 0 for no effect and ±100 for the full control effect
Target sequence (P51570 whole entry, looked up): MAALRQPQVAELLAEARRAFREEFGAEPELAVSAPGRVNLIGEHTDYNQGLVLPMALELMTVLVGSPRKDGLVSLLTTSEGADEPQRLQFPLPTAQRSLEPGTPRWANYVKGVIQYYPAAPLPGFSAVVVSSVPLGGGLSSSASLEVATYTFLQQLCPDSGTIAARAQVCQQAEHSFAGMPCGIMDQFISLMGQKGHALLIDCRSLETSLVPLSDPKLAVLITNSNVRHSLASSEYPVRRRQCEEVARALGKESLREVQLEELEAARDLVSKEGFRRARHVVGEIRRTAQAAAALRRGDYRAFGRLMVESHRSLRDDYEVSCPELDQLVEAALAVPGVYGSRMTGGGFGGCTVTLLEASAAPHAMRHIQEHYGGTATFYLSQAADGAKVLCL
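Luminescence from leftover ATP (Ultra-Glo luciferase/luciferin) served as read-out after a 1 h room-temperature reaction of 5 nM GALK with 35 uM ATP and 100 uM galactose.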
Menin-MLL TR inh = inhibitors of human menin-MLL interaction, mutant MLL peptide. AID 1768. Menin + Texas Red MLL mutant peptide, fluorescence polarization. Potency, µM (doses to about 61.6 µM), without a hit: top-dose FP activity change, negative = inhibition, hits mostly inhibitors. 270,000 tested, 0.23% active. O00255; active = well fitted inhibition curve with a large enough effect in the polarisation, with a control signal flat, not every such curve was filed as active; inconclusive = small, poorly fitted or top-dose-only effect, or effect the other way, or a change in a side signal; inactive = no such curve, though single readings can be large or run the other way; the % refers to the polarisation; note: potency is the fitted concentration of half-maximal effect; % of control where 0% means no effect; many of its hits are not listed in these tables
B2AR arrestin = agonists driving beta-arrestin recruitment to human beta2-adrenergic receptor | beta-arrestin recruitment to beta2AR, cell-based reporter | Potency, µM (series often up to 46.1 µM), inactives show at the highest dose activation, hits mostly activators | 330,000 tested, 0.02% active | AID 492947 | P07550;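 note: potency is the fitted concentration of half-maximal effect; 0% = DMSO controls and full agonism = EC100 isoproterenol or metaproterenol; nearly all actives have a fitted effect of over 65% in size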
FBPA coupling cs = inhibits coupling enzyme system, counter-screen for aldolase hits | 290,000 tested, 0.67% active | coupling enzyme system counterscreen, AmpLite Red fluorescence | activity change, negative = inhibition, % at 58.2 µM, hits read low; in the data active = activity change below about -30%; note: % is set by controls: 0 for no effect and ±100 for the full control effect
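Final compound at 57.5 uM, incubated 10 min at RT with coupling enzyme reagent (glyceraldehyde-3-phosphate), then 20 min with substrate and AmpLite Red detection. Fluorescence read at 525/598 nm; tests interference with the coupling assay, not aldolase inhibition.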
USP2a block = blocks human ubiquitin-specific protease USP2a | O75604 | USP2 core, Ub-CHOP2 coupled fluorogenic reporter, 485/531 | Potency, µM (titrated, usually from 38.3 µM), for the others: top-dose activity change, negative = inhibition, usual class: inhibitors | 330,000 tested, 0.01% active;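 note: potency is the fitted concentration of half-maximal effect; plate controls were DMSO wells for no effect and full inhibition by NEM control for full effect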
Target sequence (O75604 whole entry, looked up): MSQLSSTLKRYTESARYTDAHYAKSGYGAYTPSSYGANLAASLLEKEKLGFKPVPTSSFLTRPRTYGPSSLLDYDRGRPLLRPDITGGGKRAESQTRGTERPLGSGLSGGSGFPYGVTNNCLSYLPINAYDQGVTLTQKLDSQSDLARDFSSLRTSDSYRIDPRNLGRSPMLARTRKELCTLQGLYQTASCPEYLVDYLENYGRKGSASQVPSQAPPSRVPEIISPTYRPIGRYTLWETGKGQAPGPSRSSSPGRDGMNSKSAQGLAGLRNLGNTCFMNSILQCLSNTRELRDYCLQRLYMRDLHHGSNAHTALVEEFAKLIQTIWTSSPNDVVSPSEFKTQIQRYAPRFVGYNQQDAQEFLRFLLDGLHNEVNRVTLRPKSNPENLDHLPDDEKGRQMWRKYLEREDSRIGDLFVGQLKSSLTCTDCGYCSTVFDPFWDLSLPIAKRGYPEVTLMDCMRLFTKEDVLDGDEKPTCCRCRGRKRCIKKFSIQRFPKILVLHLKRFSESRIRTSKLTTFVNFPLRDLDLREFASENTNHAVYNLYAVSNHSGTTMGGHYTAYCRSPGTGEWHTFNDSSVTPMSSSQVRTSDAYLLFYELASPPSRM
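Deubiquitinase activity read as fluorescence (485/531 nm) after Ub-CHOP2 cleavage activates the enterokinase reporter on its substrate; USP2 core 10nM, Ub-CHOP2 and substrate 25nM each, 30min compound preincubation then 60min RT; data normalized to NEM, curves fitted.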
PKM2 act = PKM2 (human) enzyme activation | AID 1631 | P14618 | purified PKM2, Kinase-Glo ATP luminescence, activation; response scale: 0% is enzyme alone, no compound | Potency, µM (doses to about 57.5 µM), for the others: at the top dose activation, hits mostly activators | 260,000 tested, 0.34% active; note: potency is the fitted concentration of half-maximal effect; % is set by controls: 0 for no effect and ±100 for the full control effect; nearly all actives have a fitted effect of over 55% in size
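hPK-M2, >95% pure; 0.1 mM ADP / 0.5 mM PEP final; imidazole pH7.2 buffer w/ 7 mM MgCl2, 50 mM KCl; 1 h RT; Kinase-Glo lum. Intermediate enzyme activity for dual inhibitor/activator qHTS.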
Giardia kill = Giardia lamblia killing. 340,000 tested, 0.15% active. activity change, % at 7.66 µM, hits read low. AID 540267. Giardia lamblia trophozoite viability; in the data active = activity change below about -80%; inconclusive = between about -30% and that limit;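 note: parasites exposed to compound for two days anaerobically before the ATP read; % is set by controls: 0 for no effect and ±100 for the full control effect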
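Each well holds 100 Giardia trophozoites and compound. After two days (48 hrs) at 37 deg C in anaerobic conditions, ATP is quantified by luminescence.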
Numbers without * were called inactive; ? = inconclusive; / = not tested or not shown; [ ] = remark or other dose. Unless noted, calls come from the whole dose curve; as a rule, active = well fitted curve in the direction sought with a large enough effect; inconclusive = small, poorly fitted or top-dose-only effect, or another doubt; inactive = no such curve, though single readings can be large; an effect the other way counts as inactive or inconclusive.

SMILES	KCNH2 WT inh	KCNH2 3.1 inh	CXXC DNA block	TRPV1 ag	GALK inhibitor	Menin-MLL TR inh	B2AR arrestin	FBPA coupling cs	USP2a block	PKM2 act	Giardia kill
CC1=NC(C(F)(F)F)(C(F)(F)F)C(C#N)=C(C)N1	-17	-3	7%	0	0%	14%	0.0%	-2	0%	0%	9
Cc1cc2nc(CSc3ccccc3)cc(=O)n2[nH]1	0	3	?	0	6%	?	0.1%	-31*	-3%	-7%	7
COc1ccc(OC)c(-n2c(CNC3CCN(Cc4ccccc4)CC3)nc3ccccc3c2=O)c1	-14	?	-2%	2	-1%	-13%	2.4%	0	1%	0%	-2
Cc1ccc(-c2cn3c(=O)cc(C)[nH]c3n2)cc1	-4	12	0%	13	1%	-19%	0.0%	-2	0%	-10%	?
CC1=CC2=NC(=O)/C(=C\c3cc(C)n(-c4ccccc4F)c3C)C(=N)N2O1	0	-5	17%	-2	2%	10%	2.7%	1	3%	3%	-18
COc1nnc(-c2ccc(N3CCCCC3)c(NC(=O)C3CCCCC3)c2)c2ccccc12	4	9	22%	16	-4%	/	-0.9%	1	5%	-4%	-1
Cc1ccccc1CSc1nc(C(C)(C)C)cc(=O)[nH]1	-9	5	19%	-1	0%	-2%	-0.1%	0	2%	-1%	-13
N/C(=N\NC(=O)Nc1ccccc1)c1ccccn1	-1	-2	-4%	0	-1%	/	-1.0%	-1	4%	-5%	13
COc1cc2cc(C(=O)N/N=C/c3ccccc3Cl)[nH]c2cc1OC	18	20	-3%	2	0%	?	0.4%	-1	4%	/	-12
N=c1oc2ccc(Br)cc2cc1C(=O)NCc1ccccc1	5	-5	-1%	6	-3%	-6%	0.4%	0	1%	4%	-10
O=C(NCc1ccccn1)C1CCCN(S(=O)(=O)c2cccc3nsnc23)C1 (stereo not given)	4	5	4%	7	1%	-6%	-0.6%	-5	2%	-12%	14
CCOc1ccccc1Nc1ncnc2c1cnn2-c1ccccc1	3	-8	-4%	?	1%	18%	-0.3%	-3	-4%	2%	5
CN(CC(=O)Nc1cccc(F)c1)C(=O)/C=C/c1ccc2ccccc2n1	-7	15	7%	4	6%	/	-0.5%	/	1%	0%	-25
C/C(Cn1nc([N+](=O)[O-])cc1C)=N\NC(=O)COc1ccccc1[N+](=O)[O-]	4	18	9%	9	/	-10%	-1.7%	3	1%	0%	-10
O=C(Nc1nncs1)C(Sc1ccccc1)c1ccccc1 (stereo not given)	2	4	10%	-3	0%	4%	-0.2%	1	2%	-2%	-1
COC(=O)Cc1ccc(NC(=O)c2cccs2)cc1	10	14	-4%	?	0%	-1%	-0.8%	-7	0%	5%	-23
CCOC(=O)C1=C(C)N(C)C(=S)NC1c1cc(OC)ccc1OC (stereo not given)	2	-19	10%	2	-3%	-2%	-0.1%	-2	2%	5%	-5
O=C(O)CC1COc2ccccc2N1S(=O)(=O)c1ccc(Br)cc1 (stereo not given)	-3	-12	4%	1	/	14%	0.2%	0	-2%	/	9
COc1ccc2oc(C(=O)OCc3c(C)noc3C)c(C)c2c1	-1	21	2%	9	0%	-9%	0.5%	3	4%	0%	26
COc1ccc(CN2CCC(n3nccc3NC(=O)CCCc3ccccc3)CC2)cc1C	33	-86*	-1%	19	0%	?	-1.1%	0	-2%	9%	-15
O=C(Nc1ccc(N2CCCCC2)cc1)c1ccc2ccccc2n1	2	-17	6%	?	4%	-13%	0.0%	-3	-1%	-4%	?
CCCCCCC(=O)Nc1cc2c(C)cc(=O)oc2cc1C	13	-34	7%	0	1%	-1%	-0.4%	2	1%	-9%	22
COC(=O)c1ccc(COC(=O)c2c(C)nn(Cc3ccccc3Cl)c2Cl)o1	-9	1	4%	0	0%	-16%	0.3%	10	-1%	18%	-13
COCCN(C(=S)Nc1ccccc1C)C(C)c1cccnc1 (stereo not given)	1	-11	-1%	2	0%	-2%	-0.3%	1	2%	-15%	-11
CCn1c(=O)n(CC)c2cc(N3CCCC3)c(NC(=O)c3ccc(F)cc3)cc21	33	10	32%[activator]	19	6%	-14%	-0.1%	-1	1%	2%	6
(further entries)
SMILES	KCNH2 WT inh	KCNH2 3.1 inh	CXXC DNA block	TRPV1 ag	GALK inhibitor	Menin-MLL TR inh	B2AR arrestin	FBPA coupling cs	USP2a block	PKM2 act	Giardia kill
COc1ccc(N2CCN(C(=O)C3(S(=O)(=O)c4ccc(C)cc4)CC3)CC2)cc1	2	28	9%	0	-2%	5%	0.3%	1	3%	/	-22
CN(C(=O)CSc1nncn1C)C1CCCN(Cc2ccccc2F)C1 (stereo not given)	-28	-4	2%	-3	-1%	-13%	-0.2%	-2	1%	2%	-10
Cc1ccc(CNC(=O)C2CCCN(S(=O)(=O)c3cnc[nH]3)C2)cc1 (stereo not given)	4	-8	-2%	-1	-1%	10%	-0.4%	-2	4%	-22%	-19
COc1ccc(C(=O)Nc2cccc(S(C)(=O)=O)c2)cc1OC	2	22	7%	2	-2%	-13%	0.0%	-1	0%	-2%	1
Cc1ccc(-c2c(C)n([O-])c3c([n+]2=O)CCCC3)cc1	-5	-11	3%	-3	-2%	7%	-0.3%	-5	4%	-3%	-6
O=C(N/N=C/C1CC2CCC1C2)c1c[nH]c2ccccc12 (stereo not given)	-8	-2	6%	-2	-1%	21%	-1.0%	2	8%	-1%	-4
Cc1ccc(-c2sc(C)nc2CC(=O)O)cc1	-1	-18	-3%	-8	-1%	30%	-0.4%	2	-3%	-5%	-20
Cc1cc(Sc2nc(N)ncc2[N+](=O)[O-])ncn1	0	-5	2%	3	4%	14%	0.4%	1	3%	-1%	-14
CSC(=CC(=O)c1ccccc1)SC	46	-6	-2%	-2	-1%	?	-0.3%	2	-1%	-1%	-10
COc1ccc(C(=O)C(CN2CCOCC2)c2ccccc2)cc1 (stereo not given)	8	4	-11%	0	0%	1%	-0.1%	3	1%	-1%	-12
CN1CCN(c2ccc(Cl)cc2NC(=O)c2ccc(=O)n(C)n2)CC1	6	4	-3%	-1	11%	-1%	0.0%	2	-1%	-1%	-8
c1ccc(SCc2nc(-c3ccccn3)no2)cc1	-2	-21	2%	-9	0%	-6%	-0.2%	0	0%	-5%	16
CCOC(=O)C1=C(COC(=O)CCOc2cc(C)ccc2C)NC(=O)NC1C (stereo not given)	-3	-9	/	16	/	/	0.0%	/	1%	/	4
NC(=O)c1ccc(NC(=O)CCC(=O)c2cccs2)cc1	-7	-2	5%	-1	0%	?	0.5%	2	-4%	-2%	15
COc1ccc(S(=O)(=O)N(C)CC(=O)NCc2ccco2)cc1Cl	2	11	-1%	8	-4%	10%	0.5%	-3	2%	11%	-9
Cc1cccc(C)c1OCC(=O)OCC(=O)c1ccc2c(c1)NC(=O)CO2	-3	-12	-7%	?	1%	/	0.1%	-2	2%	0%	8
CC(=O)c1ccc(N2CCN(C(=O)Nc3ccc(F)cc3F)CC2)cc1	6	-9	6%	?	11%	5%	-0.3%	2	0%	-7%	-2
CC(CN1CCCCC1)OC(=O)C(C)(c1ccccc1)c1ccccc1 (stereo not given)	18	1	19%	0	0%	-17%	0.1%	4	-3%	-1%	20
COc1ccc(Br)cc1CN(C)CC(=O)NCCc1ccccc1	-5	1	0%	?	0%	?	0.4%	2	-10%	-8%	4
O=C(O)CSc1nc2ccc(C(=O)c3ccccc3)cc2[nH]1	0	-22	-20%	2	0%	-17%	-0.2%	7	0%	0%	3
CC(=O)c1c(Nc2cccc(F)c2)oc(C)cc1=O	1	2	-5%	-1	-1%	/	2.1%	3	2%	2%	-4
COc1cccc(NC(=O)CN(C)C(=O)Cc2ccc3c(c2)OCCO3)c1	-13	6	/	1	/	/	-0.4%	/	1%	/	1
C=CCn1c(CNS(=O)(=O)c2ccc(F)cc2)n[nH]c1=S	1	0	-3%	0	6%	/	0.1%	/	1%	-7%	2
COc1ccc(CCC(C)N2CCOCC2)cc1 (stereo not given)	4	20	0%	0	4%	?	-0.6%	0	0%	-3%	7
Cc1ccc2c(C)c(C(=O)NCc3ccc(S(N)(=O)=O)cc3)oc2c1C	5	-5	-5%	-7	7%	-2%	-0.9%	-4	0%	-18%	5
COc1cccc(-n2c(SCC(=O)NCc3ccco3)nnc2-c2c[nH]c3ccccc23)c1	2	13	-4%	-2	2%	10%	-0.1%	2	1%	-1%	-11

The list is partial, so the mix of outcomes need not match the whole.
